tim23-1 inh = growth inhibitors of tim23-1 mutant yeast, primary screen, luminescence, uHTS | S. cerevisiae tim23-1 growth, BacTiter-Glo luminescence, 24 h | inhibition, % at 20 µM | 330,000 tested, 1.3% active | AID 463212, 2010;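 active = growth inhibition of the mutant yeast at or above 50%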;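 note: temperature-sensitive mutant grown at 25 °C; plate controls were DMSO-treated mutant yeast for no effect and medium wells lacking yeast for full effect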
tim10-1 inh = growth inhibitors of tim10-1 mutant yeast, primary screen, luminescence, uHTS; S. cerevisiae tim10-1 ts strain growth, BacTiter-Glo, 24 h; inhibition, % at 20 µM; 330,000 tested, 2.2% active; AID 463190, 2010;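 active = inhibition of at least 40%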;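 note: mutant grown at 25 °C; 0% = DMSO wells with yeast and 100% = wells holding no yeast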
NLRP3 yeast inh = NALP3 inflammasome inhibitors in reconstituted yeast, primary screen, luminescence, uHTS. AID 2825, 2010. 330,000 tested, 0.39% active. inhibition, % at 10 µM. Yeast reconstituted NLRP3/ASC/caspase-1, beta-gal luminescence, 24 h;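 active = inhibition of 50% or more; inactive = inhibition below 50%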;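 note: plate controls were induced DMSO wells for no effect and uninduced yeast grown without galactose for full effect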
GRIN3A LBD mod = binders of NR3A ligand-binding domain, primary screen, biophysical, differential scanning fluorimetry, uHTS; 340,000 tested, 2.5% active; NR3A LBD differential scanning fluorimetry, Tm shift; 0% = protein alone, 100% = glycine-bound protein; Tm shift relative to glycine control, % at 25 µM; Glutamate receptor ionotropic, NMDA 3A (GRIN3A) ligand-binding domain;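 active = melting temperature shift of at least 10% of the positive control shift, at one fixed dose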
UPR XBP1 act = activators of adaptive XBP1 UPR arm, primary screen, cell-based, CHO-XBP1 luciferase reporter, luminescence, uHTS; 330,000 tested, 0.33% active; IRE1-XBP1 UPR activation; percent of tunicamycin response, DMSO as zero; activation, % at 20 µM;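 active = versus positive control, 20 µM dose yields 30% or more activation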;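 note: 100% = tunicamycin at 10 µg/mL and 0% = DMSO only wells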
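Assay system: CHO-XBP1 luciferase reporter cells; Schedule: 6 h treatment, 37 °C; Detection: glow luminescence from Steady-Glo reagent; Benchmarks: high control tunicamycin 10 µg/mL final, low control DMSO vehicle only.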
APJ ag = agonists of human apelin receptor APJ, primary screen, CHO-K1 cells, PathHunter beta-arrestin, luminescence; activation, % at 20 µM; 330,000 tested, 0.11% active; 0% DMSO wells, 100% apelin;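 active = activation more than six SD over the plate average, tested at 20 µM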;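 note: 0% = DMSO alone and 100% = apelin-13 at 10 nM; some results filed as inactive read as strong as hits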
Target sequence (P35414 whole entry, looked up): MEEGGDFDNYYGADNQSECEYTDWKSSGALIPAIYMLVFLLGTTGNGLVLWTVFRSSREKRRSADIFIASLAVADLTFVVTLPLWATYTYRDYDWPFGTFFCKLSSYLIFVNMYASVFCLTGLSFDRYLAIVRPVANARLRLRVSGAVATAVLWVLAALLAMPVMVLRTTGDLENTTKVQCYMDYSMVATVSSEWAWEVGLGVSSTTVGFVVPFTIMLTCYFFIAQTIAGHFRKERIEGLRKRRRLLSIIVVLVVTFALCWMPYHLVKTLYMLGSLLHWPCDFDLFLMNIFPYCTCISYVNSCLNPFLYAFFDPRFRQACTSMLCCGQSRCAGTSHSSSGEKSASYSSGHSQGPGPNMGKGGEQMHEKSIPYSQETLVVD
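Assay system – PathHunter CHO-K1 APJ (AGTRL-1) beta-arrestin reporter cells · Compound – one dose, 20 µM compound, 1% DMSO · Timing – compound 90 min 25 °C, reagent 1 h · Measured by – luminescence from split beta-galactosidase complementation, Galacton Star/Emerald II substrate · Measure – beta-arrestin recruitment to APJ as agonist activity, luminescent signal · Benchmarks – DMSO vs Apelin-13 10 nM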
UPR CHOP act = activators of apoptotic CHOP UPR arm, primary screen, cell-based, CHO-CHOP luciferase reporter, luminescence, uHTS; UPR activation; percent of tunicamycin response over DMSO baseline; activation, % at 10 µM; 330,000 tested, 0.34% active;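 active = at 10 µM dose, activation of 40% or more, normalized to positive control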;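 note: 100% = tunicamycin at 10 µg/mL and 0% = DMSO alone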
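System: CHO-CHOP luciferase reporter cell line | Buffer or medium: F12 medium containing 10% fetal bovine serum | Doses: One dose, 10 µM in 0.5% DMSO | Times: 6 h compound exposure at 37 °C after overnight seeding | Signal: Luciferase luminescence | Read-out: % activation vs tunicamycin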
TIM10 inh = growth inhibitors of isogenic TIM10 control yeast, primary screen, counter-screen for tim10-1 yeast inhibitor project, luminescence, uHTS; S. cerevisiae TIM10 strain growth, BacTiter-Glo luminescence, 24 h; inhibition, % at 10 µM; 330,000 tested, 1.4% active; AID 463195, 2010;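 active = inhibition of 40% or more at the single tested concentration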;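 note: wild-type TIM10 isogenic control strain grown at permissive 25 °C; 0% = DMSO yeast wells and 100% = minimal medium wells without yeast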
Mdm2 MdmX PPI = inhibitors of human Mdm2-MdmX association, primary screen, cell-based, luminescence, split luciferase, SaOS-2, uHTS. Protein Mdm4 (Homo sapiens) + E3 ubiquitin-protein ligase Mdm2 (Homo sapiens), …. SaOS-2 split-luciferase Mdm2/MdmX complementation. inhibition, % at 8 µM. 330,000 tested, 3% active;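 active = inhibition of at least 50% at 8 µM in the primary screen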
The depositor's hits bear a star; x = not tested or not shown.

SMILES	tim23-1 inh	tim10-1 inh	NLRP3 yeast inh	GRIN3A LBD mod	UPR XBP1 act	APJ ag	UPR CHOP act	TIM10 inh	Mdm2 MdmX PPI
CCS(=O)(=O)N1CCCC(C(=O)NC2CCC(C)CC2)C1 (stereo unspecified)	4	4	4	-4	1	-2	0.7	1	-13
COc1ccc(-c2nc(=S)c3c([nH]2)Oc2ccc(C)cc2C3)cc1O	-16	-3	-5	1	1	-1	1.5	0	8
CC(=O)c1ccc(NC(=O)CN(C)CC(=O)Nc2cccc(F)c2)cc1	-12	-1	-6	-4	1	-1	0.2	-7	-11
COc1ccccc1CNC(=O)c1cc2c(s1)CS(=O)(=O)C2	4	1	-1	-5	-2	1	1.8	1	-3
O=C(CN1CCN(Cc2ccccc2)CC1)N/N=C/c1ccco1	12	0	7	0	-2	2	1.7	9	-9
Cc1nn2c(N3CCN(CCO)CC3)c3c(nc2c1-c1ccccc1)CCCC3	-7	-4	16	-1	2	1	0.5	16	25
Cc1cc(C)cc(-n2c(C)cc(/C=N\NC(=O)COc3cccc4cccnc34)c2C)c1	5	29	4	-1	1	-2	0.4	15	-1
O=S(=O)(Nc1ccc(-c2ccc3nncn3n2)cc1)c1cc(F)ccc1F	14	-5	9	-1	1	3	2.4	-4	6
Cc1cc(C)c2c3c(sc2n1)C(=O)N(C)CC(=O)N3	-2	0	-7	-1	-1	-3	1.2	-15	7
Cc1ccc(S(=O)(=O)/N=C(/Nc2ccccc2C)c2ccccc2)cc1	34	16	15	2	1	-5	3.0	15	-10
CC(=O)Nc1ccc(S(=O)(=O)N2CCSC2c2ccco2)cc1 (stereo unspecified)	7	12	-6	-1	-1	1	-0.8	13	7
Cc1ccc(CC(NC(=O)c2ccccc2)C(=O)NCC(=O)O)cc1 (stereo unspecified)	2	-6	6	-2	-1	-3	-0.5	-2	12
CCc1ccc2nc3sc(C(=O)Nc4nnc(CC)s4)c(N)c3cc2c1	15	0	13	2	2	0	2.7	-3	4
CCOC(=O)c1ccccc1NC(=O)Cn1cnc2c(nnn2-c2ccc(C)cc2)c1=O	-10	-9	19	-2	-2	3	-0.9	-15	14
COc1ccc(N(C)C(=O)CCS(=O)(=O)c2cccc3nonc23)c(OC)c1	8	21	0	2	-1	-4	4.0	5	19
Nc1nc(CSc2n[nH]c(-c3ccccc3)n2)nc(Nc2ccccc2)n1	5	17	5	-14	9	7	0.9	27	-2
Cc1ccc(S(=O)(=O)N2C[C@@H]3c4ccccc4N(S(=O)(=O)c4ccc(C)cc4)[C@@H]3[C@@H](C)C2CC(=O)c2ccccc2)cc1 (stereo partly specified)	31	17	x	3	-2	x	1.0	-2	2
Cc1nc2c(Cl)cc(Cl)cc2[nH]1	21	9	-2	0	4	-1	2.3	20	19
Cn1cc(CN2CCC(C(O)CCc3ccccc3)CC2)c(-c2ccccc2F)n1 (stereo unspecified)	5	9	-4	-2	-1	1	-1.5	5	-9
O=C(CSc1nnc(NC2CCCCC2)s1)NC1CCS(=O)(=O)C1 (stereo unspecified)	10	6	-2	1	-2	-2	1.2	-10	7
O=C(CSc1ccc(-c2ccccc2)nn1)NCc1ccco1	5	16	-23	0	2	2	-1.0	-9	3
CC1CCN(c2nc3c(c(=O)[nH]c(=O)n3C)n2CCCc2ccccc2)CC1	38	27	16	-2	7	2	-0.1	15	-23
Cc1ccc(NC(=O)CN2CCC(C(N)=O)CC2)cc1[N+](=O)[O-]	4	-7	-4	2	-2	-1	4.1	-2	5
FC(F)(F)c1cccc(N2CCN(Cc3ccoc3)CC2)c1	4	19	-11	-5	4	-2	3.0	19	-15
Cc1nnc2ccc(-c3ccc(NS(=O)(=O)c4ccccc4F)cc3)nn12	-11	-3	1	0	7	1	-0.1	-2	18

Shown with two lines to a compound: part of the list above
The line under a structure holds: tim23-1 inh	tim10-1 inh	NLRP3 yeast inh	GRIN3A LBD mod	UPR XBP1 act	APJ ag	UPR CHOP act	TIM10 inh	Mdm2 MdmX PPI
> CCS(=O)(=O)N1CCCC(C(=O)NC2CCC(C)CC2)C1 (stereo unspecified)
 : 4	4	4	-4	1	-2	0.7	1	-13
> COc1ccc(-c2nc(=S)c3c([nH]2)Oc2ccc(C)cc2C3)cc1O
 : -16	-3	-5	1	1	-1	1.5	0	8
> CC(=O)c1ccc(NC(=O)CN(C)CC(=O)Nc2cccc(F)c2)cc1
 : -12	-1	-6	-4	1	-1	0.2	-7	-11
> COc1ccccc1CNC(=O)c1cc2c(s1)CS(=O)(=O)C2
 : 4	1	-1	-5	-2	1	1.8	1	-3
> O=C(CN1CCN(Cc2ccccc2)CC1)N/N=C/c1ccco1
 : 12	0	7	0	-2	2	1.7	9	-9
> Cc1nn2c(N3CCN(CCO)CC3)c3c(nc2c1-c1ccccc1)CCCC3
 : -7	-4	16	-1	2	1	0.5	16	25
> Cc1cc(C)cc(-n2c(C)cc(/C=N\NC(=O)COc3cccc4cccnc34)c2C)c1
 : 5	29	4	-1	1	-2	0.4	15	-1
> O=S(=O)(Nc1ccc(-c2ccc3nncn3n2)cc1)c1cc(F)ccc1F
 : 14	-5	9	-1	1	3	2.4	-4	6
> Cc1cc(C)c2c3c(sc2n1)C(=O)N(C)CC(=O)N3
 : -2	0	-7	-1	-1	-3	1.2	-15	7
> Cc1ccc(S(=O)(=O)/N=C(/Nc2ccccc2C)c2ccccc2)cc1
 : 34	16	15	2	1	-5	3.0	15	-10
> CC(=O)Nc1ccc(S(=O)(=O)N2CCSC2c2ccco2)cc1 (stereo unspecified)
 : 7	12	-6	-1	-1	1	-0.8	13	7
> Cc1ccc(CC(NC(=O)c2ccccc2)C(=O)NCC(=O)O)cc1 (stereo unspecified)
 : 2	-6	6	-2	-1	-3	-0.5	-2	12
> CCc1ccc2nc3sc(C(=O)Nc4nnc(CC)s4)c(N)c3cc2c1
 : 15	0	13	2	2	0	2.7	-3	4
> CCOC(=O)c1ccccc1NC(=O)Cn1cnc2c(nnn2-c2ccc(C)cc2)c1=O
 : -10	-9	19	-2	-2	3	-0.9	-15	14

Limited to APJ ag and UPR XBP1 act (two entries from above):
SMILES	APJ ag	UPR XBP1 act
CCS(=O)(=O)N1CCCC(C(=O)NC2CCC(C)CC2)C1 (stereo unspecified)	-2	1
COc1ccc(-c2nc(=S)c3c([nH]2)Oc2ccc(C)cc2C3)cc1O	-1	1

New compounds follow:
SMILES	tim23-1 inh	tim10-1 inh	NLRP3 yeast inh	GRIN3A LBD mod	UPR XBP1 act	APJ ag	UPR CHOP act	TIM10 inh	Mdm2 MdmX PPI
CCCn1c(SCC(=O)Nc2cccc(F)c2)nc(O)cc1=O	0	-1	-7	-5	1	6	-1.8	8	8
Cc1cccc(C)c1NC(=O)NN(C(=O)c1ccccc1)C(C)(C)C	-9	2	-3	-6	5	1	0.7	-2	22
Cc1noc(C)c1C(=O)Nc1cc(S(=O)(=O)N2CCCCC2)ccc1N(C)C	13	7	-12	-1	2	-3	-0.1	0	-22
Cc1nc(SCC(=O)NC(=O)NC2CCCCC2)nc(C)c1C	28	22	7	-5	1	-2	-1.1	17	15
COc1cc(/C=N/NC(=O)CNC(=O)c2cccs2)ccc1O	8	1	-23	-2	1	-2	1.7	19	5
COc1ccc(N(CC(=O)Nc2cc([N+](=O)[O-])ccc2C)S(C)(=O)=O)cc1OC	17	-6	-5	0	-4	-1	-0.8	-20	-13
CCC1CCCCN1Cc1nc(Cc2ccccc2Cl)no1 (stereo unspecified)	21	12	12	0	0	-6	1.3	13	3
CC(C)NC(=O)c1onc(CSc2ccc(Cl)cc2)c1C(=O)NC(C)C	36	25	24	-1	-2	-4	-0.9	22	20
O=C(CN1CCN(S(=O)(=O)c2ccc(F)cc2)CC1)Nc1cc(C(F)(F)F)ccc1Cl	-5	-17	40	1	-4	-1	-2.9	-35	44
Cc1cc(NC(=O)COC(=O)CC2CCCC2)c([N+](=O)[O-])cc1C	25	20	7	2	-1	10	-0.2	6	-1
Cc1ccn2c(/C=N/OCc3ccc(F)cc3)c(-c3ccc(Cl)cc3)nc2c1	10	2	6	-4	0	-4	-0.9	15	13
Cc1cc(C)c(C)c(S(=O)(=O)N2C(=S)NC(=O)C2CC(C)C)c1C (stereo unspecified)	30	25	-31	-12	-2	-1	-0.7	5	11
CCC(C)Nc1nc(OCC(F)(F)F)nc(OCC(F)(F)F)n1 (stereo unspecified)	2	-19	0	-7	-4	-4	-1.7	-6	1
O=C(Cn1nnc2ccccc21)c1ccccc1	7	-3	11	6	-1	0	4.0	1	-14
N#Cc1c(-c2ccc(F)cc2)cc(-c2cccs2)nc1SCC(=O)O	12	18	6	-4	-1	-2	-1.9	11	17
COC(=O)c1ccc(C2C(Oc3ccccc3)C(=O)N2CCc2ccc(OC)c(OC)c2)cc1 (stereo unspecified)	13	16	8	-1	-1	-5	1.5	13	46
Cc1ccc(-n2cc(CN3CCC(CO)(Cc4ccccc4)CC3)cn2)cc1	10	4	26	x	-8	-4	-1.9	0	37
CCc1ccc(OCC(=O)Nc2ncc3c(n2)CC(C)(C)CC3=O)cc1	-4	30	14	-1	-1	-4	-1.4	16	11
CCCc1nc2ccccc2c(C(=O)OCC(=O)NCc2ccco2)c1CC	30	38	10	1	-3	0	0.6	25	-33
O=C(COc1ccc(Cl)cc1)N1CCN(C(=O)c2ccccc2F)CC1	-11	3	11	-2	-1	-3	2.4	-5	-6
CCc1nn2c(N3CCOCC3)cc(C)nc2c1-c1ccccc1	27	15	-4	3	1	-6	0.6	18	10
CCOc1ccc(/C=N/n2nnnc2N)cc1OCC	5	3	9	-5	3	2	-1.1	-4	15
COc1ccc(/C=C2/CCCC(C(=O)C(F)(F)F)=C2O)cc1OC	32	20	1	0	7	-5	1.1	29	6
COc1cc(C(=O)NCC(=O)N/N=C/c2ccc(-c3cccc([N+](=O)[O-])c3)o2)cc(OC)c1OC	10	13	14	-1	0	-2	-1.7	2	39
COc1ccc(/C=N/NC(=O)c2ccc(O)cc2)cc1CN1CCCc2ccccc21	16	-1	3	27*	-2	-2	1.2	11	45
O=C1CCC(C(=O)Nc2cc(C(F)(F)F)ccc2-n2cncn2)=NN1	-23	3	11	-1	-5	-3	-0.3	8	17
COc1ccc(-n2nccc2-c2nn(-c3cccc(OC)c3)c(=O)n(C)c2=O)cc1	27	16	21	-3	1	-1	-0.3	12	23
Cc1sc2nc(-c3ccccc3)[nH]c(=O)c2c1-c1ccccc1	-4	3	23	x	3	0	3.3	0	11
COc1ccc(C(=O)C2CCCN(Cc3cn[nH]c3-c3ccccc3)C2)cc1OC (stereo unspecified)	8	9	20	2	-2	-4	-0.4	7	-6

Bioassay records deposited in PubChem BioAssay by Sanford-Burnham Center for Chemical Genomics.
